Screens: PubChem BioAssay, several laboratories
H69AR growth 86K: growth inhibitors of human H69AR lung tumor cells; H69AR lung tumor viability, ATP luminescence, 72 h; hits give low values; viability, % at 10 µM; 85,000 compounds, 6% hits;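 active means viability at or below 40%; inactive means viability above 40%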;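 further: multidrug resistant small cell line overexpressing MRP-1 efflux transporter; 100% = mean luminescence of untreated control wells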
Mac1 fbg enh: enhancers of human CD11b/CD18 binding to fibrinogen. K562 CD11b/CD18 adhesion to fibrinogen, ATPlite luminescence. P05107+P11215. 93,000 compounds, 0.07% hits. activation, % at 10 µM;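 active means 10 µM primary screen giving 50% or more activity, confirmed by 40% or more on retest at that dose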; further: strong numbers were not always called active
ERa SRC1 inh: ER-alpha (human) coactivator binding inhibition. 86,000 compounds, 1.7% hits. inhibition, % at 25.6 µM. AID 629. TR-FRET ER-alpha LBD / SRC-1 peptide, estradiol-bound. P03372; in the data active means inhibition above about 50%;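 further: 0% = receptor plus peptide control and 100% = peptide only without receptor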
Target sequence (P03372 whole entry, looked up, the tested form may be a part): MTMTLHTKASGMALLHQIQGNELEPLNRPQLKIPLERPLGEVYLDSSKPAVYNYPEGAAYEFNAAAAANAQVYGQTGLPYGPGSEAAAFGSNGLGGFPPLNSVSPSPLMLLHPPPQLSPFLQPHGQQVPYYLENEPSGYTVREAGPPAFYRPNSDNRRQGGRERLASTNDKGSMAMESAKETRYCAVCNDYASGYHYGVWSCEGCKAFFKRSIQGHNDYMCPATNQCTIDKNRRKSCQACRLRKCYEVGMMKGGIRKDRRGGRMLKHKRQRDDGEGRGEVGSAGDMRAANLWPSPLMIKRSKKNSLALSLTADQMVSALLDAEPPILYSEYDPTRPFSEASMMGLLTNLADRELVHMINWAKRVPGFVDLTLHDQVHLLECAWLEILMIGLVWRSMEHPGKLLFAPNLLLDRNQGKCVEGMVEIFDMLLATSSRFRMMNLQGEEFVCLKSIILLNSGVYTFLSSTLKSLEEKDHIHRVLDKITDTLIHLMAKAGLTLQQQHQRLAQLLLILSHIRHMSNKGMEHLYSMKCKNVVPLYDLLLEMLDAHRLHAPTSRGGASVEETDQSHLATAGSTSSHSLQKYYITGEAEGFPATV
Mac1 fbg inh: blocks human CD11b/CD18 adhesion to fibrinogen; P05107+P11215; K562 CD11b/CD18 adhesion to fibrinogen, ATPlite luminescence; Mn2+ added to activate the integrin; inhibition, % at 10 µM; 93,000 compounds, 0.54% hits;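 active means primary inhibition of 50% or more at 10 µM, then 40% or more on retest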; further: some results filed as inactive read as strong as hits
HUVEC prolif 384: inhibitors of human endothelial cell proliferation. HUVEC proliferation, CellTiter-Glo luminescence, 72 h; hits give low values. viability, % at 10 µM (by protocol). 86,000 compounds, 1.1% hits. AID 648;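 active means viability at or below 30%; inactive means viability above 30%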;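 further: 100% = median luminescence of DMSO-only cell control wells on each plate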
CYP2C19 inhib: blocks human cytochrome P450 2C19; inhibition, % at 5 µM; P33261; 96,000 compounds, 21% hits; AID 778; CYP2C19 Supersomes, luciferin-H EGE luminescence, 30 min;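 active means CYP2C19 inhibition above a set limit at 5 µM in the primary screen, cut at about 50% in these data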;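 further: plate controls were negative control wells for no effect and 2.5 mM tranylcypromine positive control for full effect; values of inactives mirror those of a sister screen read the other way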
Target sequence (P33261 whole entry, looked up): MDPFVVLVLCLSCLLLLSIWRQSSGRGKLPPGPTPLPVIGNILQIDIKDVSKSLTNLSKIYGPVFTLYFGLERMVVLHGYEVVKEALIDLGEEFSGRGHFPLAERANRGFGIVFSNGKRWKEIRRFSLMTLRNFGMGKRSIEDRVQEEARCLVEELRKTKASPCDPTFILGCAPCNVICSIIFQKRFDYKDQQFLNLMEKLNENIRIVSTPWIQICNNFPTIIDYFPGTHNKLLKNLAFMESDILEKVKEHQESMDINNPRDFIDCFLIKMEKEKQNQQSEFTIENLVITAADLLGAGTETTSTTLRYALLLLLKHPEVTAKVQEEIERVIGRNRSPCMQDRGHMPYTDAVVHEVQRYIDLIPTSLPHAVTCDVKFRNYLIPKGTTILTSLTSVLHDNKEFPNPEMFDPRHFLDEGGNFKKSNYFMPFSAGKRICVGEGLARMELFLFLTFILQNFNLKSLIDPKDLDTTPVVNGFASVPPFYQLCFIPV
ERa coact pot: enhances coactivator binding to human estrogen receptor alpha. 86,000 compounds, 1.3% hits. TR-FRET ERalpha-LBD/SRC-Cy5 coactivator binding, 2 h; 100 = basal binding, no effect. AID 639. coactivator binding (% of control), % at 25.6 µM; in the data active means activity above about 200%;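 further: binding measured in presence of low estradiol as agonist stimulus; 0% = peptide alone without receptor and 100% = receptor with peptide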
Fibroblast inh: blocks proliferation of human lung fibroblasts. LL 47 human lung fibroblast viability, ATP luminescence; hits give low values. viability, % at 10 µM. 85,000 compounds, 1.1% hits. AID 719;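 active means viability at or below 50% in the single dose screen; inactive means viability above 50%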;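 further: compound exposure lasted 72 h before the ATP readout; 100% = median luminescence of untreated cell-only wells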
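Material: human LL 47 lung fibroblast cells; quantity: 1,150 cells/well; medium: IMEM plus 15% FBS; doses: 0.1% DMSO in all compound wells; timing: overnight attachment after seeding, then 72 h compound exposure at 37 °C; detection: CellTiter-Glo luminescence; measure: % viability of median cell-only signal; controls: cell-only wells, no compound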
CYP2C19 act: activators of human cytochrome P450 2C19; 96,000 tested, under 10 active; activation factor at 5 µM; AID 1025; recombinant CYP2C19, luciferin-H EGE luminescence; hits give high values; 0 = fully inhibited enzyme, 1 = untreated enzyme;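 active means activation factor of at least 2 at 5 µM in the primary screen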;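 further: 0 = wells with 2.5 mM tranylcypromine and 1 = vehicle-only wells; values of inactives mirror those of a sister screen read the other way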
* hit, by the source's call; [ ] = another dose, or the depositor's remark.

How did O=C(c1ccc(CSCc2ccccc2F)o1)N1CCN(c2ccc(N3CCOCC3)nn2)CC1 do in these assays?
H69AR growth 86K: 72; Mac1 fbg enh: 0; ERa SRC1 inh: -1; Mac1 fbg inh: 7; HUVEC prolif 384: 82; CYP2C19 inhib: 60*; ERa coact pot: 121; Fibroblast inh: 96; CYP2C19 act: 0.4

How did CSc1nnc(CNC(=O)c2ccccc2)n1-c1ccc(F)cc1 do in these assays?
H69AR growth 86K: 96; Mac1 fbg enh: 0; ERa SRC1 inh: -9; Mac1 fbg inh: -44; HUVEC prolif 384: 98; CYP2C19 inhib: -4; ERa coact pot: 111; Fibroblast inh: 101; CYP2C19 act: 1

What do the screens show for `COc1ccc(C(=O)Cn2c(C(=O)/C=C/c3ccccc3)nc3ccccc32)cc1`?
Mac1 fbg enh: -1; Mac1 fbg inh: 0; CYP2C19 inhib: -20; CYP2C19 act: 1.2

What do the screens show for `c1cc(-c2nc3cc(Oc4ccc5oc(-c6ccncc6)nc5c4)ccc3o2)ccn1`?
H69AR growth 86K: 88; ERa SRC1 inh: 48; HUVEC prolif 384: 107; ERa coact pot: 154; Fibroblast inh: 104

Results for COc1cccc(C2CC(c3cccc(OC)c3)n3nc(N)nc3N2)c1 (stereo not drawn) ?
H69AR growth 86K: 93; Mac1 fbg enh: 3; ERa SRC1 inh: -11; Mac1 fbg inh: 5; HUVEC prolif 384: 102; CYP2C19 inhib: 18; ERa coact pot: 121; Fibroblast inh: 99; CYP2C19 act: 0.8

How did Cc1cc(C(=O)NCCCN2CC(C)CC(C)C2)n(-c2ccccc2)n1 (stereo not drawn) do in these assays?
H69AR growth 86K: 90; Mac1 fbg enh: -1; ERa SRC1 inh: -4; Mac1 fbg inh: 14; HUVEC prolif 384: 89; CYP2C19 inhib: -7; ERa coact pot: 101; Fibroblast inh: 98; CYP2C19 act: 1.1

What do the screens show for `COC(=O)CSc1nnc(-c2ccc(NS(=O)(=O)c3ccccc3)cc2)o1`?
H69AR growth 86K: 101; Mac1 fbg enh: 2; ERa SRC1 inh: -1; Mac1 fbg inh: -3; HUVEC prolif 384: 85; CYP2C19 inhib: 47; ERa coact pot: 91; Fibroblast inh: 97; CYP2C19 act: 0.5

What do the screens show for `O=S(=O)(NCC1OCCc2ccccc21)c1ccccc1` (stereo not drawn)?
H69AR growth 86K: 87; Mac1 fbg enh: -3; ERa SRC1 inh: -3; Mac1 fbg inh: -11; HUVEC prolif 384: 104; CYP2C19 inhib: 54*; ERa coact pot: 91; Fibroblast inh: 105; CYP2C19 act: 0.5

What do the screens show for `Cc1csc2nc(CNC(=O)c3ccco3)cn12`?
H69AR growth 86K: 86; Mac1 fbg enh: -3; ERa SRC1 inh: -8; Mac1 fbg inh: -23; HUVEC prolif 384: 102; CYP2C19 inhib: 8; ERa coact pot: 112; Fibroblast inh: 105; CYP2C19 act: 0.9

Results for c1cc(-c2nc3ccccc3o2)nc(-c2nc3ccccc3o2)c1 ?
H69AR growth 86K: 92; ERa SRC1 inh: 12; HUVEC prolif 384: 93; ERa coact pot: 248*; Fibroblast inh: 101

What do the screens show for `CCCOc1ccc(/C=C/C(=O)Nc2ccc([N+](=O)[O-])cc2)cc1`?
Mac1 fbg enh: -9; Mac1 fbg inh: 88; CYP2C19 inhib: 42; CYP2C19 act: 0.6

What do the screens show for `O=C(Cn1ncc2c(=O)oc3ccccc3c21)N(Cc1ccco1)C1CCCCC1`?
H69AR growth 86K: 88; ERa SRC1 inh: -2; HUVEC prolif 384: 97; ERa coact pot: 93[fluorescence artefact?]; Fibroblast inh: 103

Results for Cc1occc1C(=O)Nc1ccccc1NC(=O)c1ccoc1C ?
H69AR growth 86K: 77; ERa SRC1 inh: 58*; HUVEC prolif 384: 94; ERa coact pot: 116; Fibroblast inh: 91

Results for Cc1ccc(N2/C(=N/c3nc(C)cc(C)n3)NC(=O)CC2C(=O)O)cc1 (stereo not drawn) ?
H69AR growth 86K: 87; Mac1 fbg enh: 1; ERa SRC1 inh: 6[fluorescence artefact?]; Mac1 fbg inh: -48; HUVEC prolif 384: 107; CYP2C19 inhib: 0; ERa coact pot: 107; Fibroblast inh: 115; CYP2C19 act: 1

Results for COc1ccc(S(=O)(=O)NCCSc2ccc(Cl)cc2)cc1OC ?
H69AR growth 86K: 93; ERa SRC1 inh: -15; HUVEC prolif 384: 99; ERa coact pot: 107; Fibroblast inh: 97

Results for Oc1ccccc1Nc1nc(NCC2CCCO2)c2ccccc2n1 (stereo not drawn) ?
H69AR growth 86K: 46; Mac1 fbg enh: 3; ERa SRC1 inh: 3[fluorescence artefact?]; Mac1 fbg inh: -13; HUVEC prolif 384: 85; CYP2C19 inhib: 10; ERa coact pot: 112; Fibroblast inh: 95; CYP2C19 act: 0.9

Results for C/C(=N\O)c1c(C)c2ccccc2n1C ?
H69AR growth 86K: 96; Mac1 fbg enh: 0; ERa SRC1 inh: -22; Mac1 fbg inh: 1; HUVEC prolif 384: 96; CYP2C19 inhib: 10; ERa coact pot: 150; Fibroblast inh: 100; CYP2C19 act: 0.9

Results for COc1cc(S(=O)(=O)N(Cc2cccs2)CC2CCCO2)ccc1-n1cnnn1 (stereo not drawn) ?
H69AR growth 86K: 100; Mac1 fbg enh: 0; ERa SRC1 inh: -9; Mac1 fbg inh: -4; HUVEC prolif 384: 114; CYP2C19 inhib: 47; ERa coact pot: 104; Fibroblast inh: 102; CYP2C19 act: 0.5

What do the screens show for `CCOC(=O)c1cc(OC(=O)c2cccnc2)n(-c2ccccc2)n1`?
H69AR growth 86K: 86; Mac1 fbg enh: 8; ERa SRC1 inh: -2; Mac1 fbg inh: -1; HUVEC prolif 384: 87; CYP2C19 inhib: 6; ERa coact pot: 85; Fibroblast inh: 96; CYP2C19 act: 0.9

Results for CC(=O)Nc1ccc(NC(=O)C(C)n2nc([N+](=O)[O-])c(Br)c2C)cc1 (stereo not drawn) ?
Mac1 fbg enh: 10; Mac1 fbg inh: 4; CYP2C19 inhib: 29; CYP2C19 act: 0.7

Results for CC1CCc2c(sc(NS(=O)(=O)c3ccccc3)c2C(=O)OC(C)C)C1 (stereo not drawn) ?
H69AR growth 86K: 92; ERa SRC1 inh: 0; HUVEC prolif 384: 79; ERa coact pot: 81; Fibroblast inh: 106

Results for CCOc1ccc2nnc(-c3ccc(Br)cc3)n2n1 ?
H69AR growth 86K: 92; ERa SRC1 inh: 10[fluorescence artefact?]; HUVEC prolif 384: 93; ERa coact pot: 138; Fibroblast inh: 94

How did C[C@]12C[C@H](O)[C@H]3[C@@H](CCC4=CC(=O)CC[C@@]43C)[C@@H]1CC[C@@H]2C(=O)CO do in these assays?
H69AR growth 86K: 109; ERa SRC1 inh: 2; HUVEC prolif 384: 92; ERa coact pot: 106; Fibroblast inh: 98

What do the screens show for `CCOC(=O)N1CCN(c2nc(C(F)(F)F)nc3c(C)cc(C)cc23)CC1`?
H69AR growth 86K: 82; Mac1 fbg enh: 5; ERa SRC1 inh: 0; Mac1 fbg inh: 25; HUVEC prolif 384: 114; CYP2C19 inhib: -7; ERa coact pot: 76; Fibroblast inh: 111; CYP2C19 act: 1.1

How did CNC(=O)CN(c1cccc2ccccc12)S(C)(=O)=O do in these assays?
H69AR growth 86K: 102; Mac1 fbg enh: -1; ERa SRC1 inh: -3; Mac1 fbg inh: 16; HUVEC prolif 384: 101; CYP2C19 inhib: 13; ERa coact pot: 94[fluorescence artefact?]; Fibroblast inh: 100; CYP2C19 act: 0.9

What do the screens show for `COc1cc([C@@H]2[C@H]3CNCC=C3C(C#N)=C(N)C2(C#N)C#N)ccc1OC(C)C`?
H69AR growth 86K: 63; Mac1 fbg enh: 1; ERa SRC1 inh: 2; Mac1 fbg inh: -27; HUVEC prolif 384: 88; CYP2C19 inhib: 0; ERa coact pot: 89; Fibroblast inh: 110; CYP2C19 act: 1

Results for COC(=O)C(NC(C)=O)(Nc1ccc(Br)cc1)C(=O)OC ?
H69AR growth 86K: 82; Mac1 fbg enh: -2; ERa SRC1 inh: -4; Mac1 fbg inh: -10; HUVEC prolif 384: 79; CYP2C19 inhib: 50; ERa coact pot: 122; Fibroblast inh: 102; CYP2C19 act: 0.5

How did CC(=O)Nc1nc(-c2ccccc2)nc(C)c1C(C)=O do in these assays?
H69AR growth 86K: 86; Mac1 fbg enh: 15; ERa SRC1 inh: -2; Mac1 fbg inh: -43; HUVEC prolif 384: 103; CYP2C19 inhib: -3; ERa coact pot: 99; Fibroblast inh: 101; CYP2C19 act: 1

Results for Cc1ccc(S(=O)(=O)NCC(=O)N(CC(=O)NC2CCCCC2)Cc2ccco2)cc1 ?
H69AR growth 86K: 103; Mac1 fbg enh: -4; ERa SRC1 inh: -6; Mac1 fbg inh: -30; HUVEC prolif 384: 89; CYP2C19 inhib: 16; ERa coact pot: 98[fluorescence artefact?]; Fibroblast inh: 96; CYP2C19 act: 0.8

Results for COc1ccccc1NC(=O)CSc1nnc(C)n1Cc1ccccc1 ?
H69AR growth 86K: 97; Mac1 fbg enh: -1; ERa SRC1 inh: 3[fluorescence artefact?]; Mac1 fbg inh: -5; HUVEC prolif 384: 96; CYP2C19 inhib: 52*; ERa coact pot: 88; Fibroblast inh: 106; CYP2C19 act: 0.5

What do the screens show for `Cn1c(=O)c2c(nc(SCCN3CCCCC3)n2Cc2ccccc2)n(C)c1=O`?
H69AR growth 86K: 84; Mac1 fbg enh: 4; ERa SRC1 inh: 12; Mac1 fbg inh: -2; HUVEC prolif 384: 109; CYP2C19 inhib: -4; ERa coact pot: 93; Fibroblast inh: 108; CYP2C19 act: 1

How did CCCCn1c(-c2ccco2)nc2ccccc2c1=O do in these assays?
H69AR growth 86K: 85; Mac1 fbg enh: -2; ERa SRC1 inh: 3; Mac1 fbg inh: 7; HUVEC prolif 384: 95; CYP2C19 inhib: 29; ERa coact pot: 100; Fibroblast inh: 98; CYP2C19 act: 0.7

What do the screens show for `Cn1c(SCc2ccc(Cl)cc2)nc(C(F)(F)F)cc1=O`?
Mac1 fbg enh: -1; Mac1 fbg inh: -2; CYP2C19 inhib: 6; CYP2C19 act: 0.9

Results for O=C(NCC1COc2ccccc2O1)c1cn(Cc2ccc(F)cc2)nn1 (stereo not drawn) ?
H69AR growth 86K: 91; Mac1 fbg enh: 0; ERa SRC1 inh: -16; Mac1 fbg inh: -16; HUVEC prolif 384: 104; CYP2C19 inhib: 4; ERa coact pot: 113; Fibroblast inh: 96; CYP2C19 act: 1

Results for COc1ccccc1-c1nnc(NC(=O)C(C)C)s1 ?
H69AR growth 86K: 68; Mac1 fbg enh: -5; ERa SRC1 inh: 0; Mac1 fbg inh: -13; HUVEC prolif 384: 87; CYP2C19 inhib: 28; ERa coact pot: 125; Fibroblast inh: 96; CYP2C19 act: 0.7

Retrieved one by one from above (2):
Results for O=C(NCC1COc2ccccc2O1)c1cn(Cc2ccc(F)cc2)nn1 (stereo not drawn) ?
H69AR growth 86K: 91; Mac1 fbg enh: 0; ERa SRC1 inh: -16; Mac1 fbg inh: -16; HUVEC prolif 384: 104; CYP2C19 inhib: 4; ERa coact pot: 113; Fibroblast inh: 96; CYP2C19 act: 1

What do the screens show for `COc1cc([C@@H]2[C@H]3CNCC=C3C(C#N)=C(N)C2(C#N)C#N)ccc1OC(C)C`?
H69AR growth 86K: 63; Mac1 fbg enh: 1; ERa SRC1 inh: 2; Mac1 fbg inh: -27; HUVEC prolif 384: 88; CYP2C19 inhib: 0; ERa coact pot: 89; Fibroblast inh: 110; CYP2C19 act: 1
